LYP phosphatase: LYP phosphatase inhibitors, primary screen, biochemical, DiFMUP fluorescence, recombinant catalytic domain, 10 µM (AID 606); Tyrosine-protein phosphatase non-receptor type 22 (Homo sapiens); recombinant LYP catalytic domain, DiFMUP fluorescence; higher % means a stronger effect; inhibition, % at 10 µM, or IC50 in µM where a hit was titrated; 52,000 tested, under 10 active;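 active = IC50 under 40 µM in the dose-response test; inactive = IC50 of 40 µM or more, or never dose-tested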
Spn PMK inh: S. pneumoniae PMK inhibitors, primary screen, biochemical, mevalonate pathway, pilot trial included; inhibition, % at 10 µM; purified PMK, PK/LDH-coupled NADH absorbance 340 nm; actives 0.49% (n = 65,000); AID 539, 2006; phosphomevalonate kinase (Streptococcus pneumoniae D39);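 active = top-ranked compounds by inhibition in the single 10 µM screen, taking a fixed number of the strongest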;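 note: 0% = full reaction with DMSO carrier and 100% = background rate without enzyme reaction; no value below 0 was filed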
HPDE-C7 cytotoxicity: cytotoxicity in HPDE-C7 cells, cell-based, fluorescence, HTS (AID 430). cytotoxicity, % at 10 µM; hits with a dose series show EC50 in µM. actives 1.8% (n = 63,000). HPDE-C7 pancreatic duct cells viability, fluorescence; higher % means a stronger effect;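 note: cells exposed to compound for 48 hours before viability readout; 0% = vehicle and 100% = reference cytotoxic drug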
Spn MK inh: S. pneumoniae MK inhibitors, primary screen, biochemical, PK/LDH-coupled NADH absorbance. inhibition, % at 10 µM. AID 555, 2006. actives 0.48% (n = 65,000). mevalonate kinase [Streptococcus pneumoniae D39]. purified MK, PK/LDH-coupled NADH absorbance 340 nm;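 active = ranked among the strongest by inhibition in the single 10 µM screen, a fixed top-ranked set picked for dose follow-up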; note: no value below 0 was filed
Alkaline phosphatase: human TNAP enzyme inhibitors, biochemical, luminescent (AID 518) | Alkaline phosphatase, tissue-nonspecific isozyme (Homo sapiens) | purified TNAP enzyme, luminescent substrate readout; higher % means a stronger effect | inhibition, % at 20 µM, or IC50 in µM where a hit was titrated | actives 0.09% (n = 64,000); in the data active = a potency from the dose series; inactive = the rest, 99 in 100 with inhibition below about 22%;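 note: plate controls were vehicle for no effect and reference inhibitor for full effect; many of its hits are not listed in these tables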
KRASV12 cytotoxicity: cytotoxicity in KRAS-transformed pancreatic duct cells, primary screen, cell-based, fluorescence, HTS (AID 431). actives 1.7% (n = 63,000). HPDE-C7K KRASV12 cells, Alamar Blue viability, 48 h; higher % means a stronger effect. cytotoxicity, % at 10 µM, or EC50 in µM where a hit was titrated;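 active = compounds whose percent cytotoxicity in the single-dose primary screen, scaled between solvent and toxic-drug controls, exceeds 50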;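 note: 0% = DMSO solvent wells and 100% = doxorubicin-treated wells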
HT1080 viability: cytotoxicity in HT1080 fibrosarcoma cells, cell-based, fluorescence readout (AID 620). HT1080 viability, fluorescence; higher % means a stronger effect. one-dose cytotoxicity, % at 10 µM; EC50 in µM for titrated hits. actives 0.42% (n = 87,000);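 note: cells exposed to compound overnight then 4 h with Alamar Blue; 0% = vehicle DMSO and 100% = killing control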
DPM-DC inhibit: S. pneumoniae DPM-DC inhibitors, primary screen, biochemical, PK/LDH-coupled NADH fluorescence. diphosphomevalonate decarboxylase (Streptococcus pneumoniae D39). purified DPM-DC. calls only at 10 µM. actives 0.49% (n = 65,000);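 active = the 320 compounds with the highest percent inhibition in the single-dose primary screen, excluding strongly autofluorescent ones, cut at about 32% in these data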;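 note: kinetic rate of NADH fluorescence loss reporting ADP formed by the decarboxylase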
Bfl-1 inhibitors: Bfl-1 inhibitors, primary screen, biochemical, fluorescence polarization, FITC-Bid, mouse (AID 432) | Bcl-2-related protein A1 (Mus musculus) | FITC-Bid BH3 peptide fluorescence polarization displacement; higher % means a stronger effect | displacement, % at 20 µM, or IC50 in µM where a hit was titrated | actives 0.02% (n = 64,000); in the data active = a potency from the dose series; inactive = the rest, 99 in 100 with displacement below about 15%; note: strong numbers were not always called active
Spn PMK inh pilot replicates: second read-out of Spn PMK inh, no call of its own (marks repeat the call); inhibition, %; measured here: pilot screen replicates
Spn MK inh pilot replicates: recorded beside Spn MK inh, whose call it bears; inhibition, %; measured here: pilot screen replicates
DPM-DC inhibit pilot screen %: recorded beside DPM-DC inhibit, whose call it bears; inhibition, %; measured here: pilot screen trials
The depositor's hits bear a star; i = inactive. Cut-off read from the data, not from the text of the source, unless noted: active = cytotoxicity above about 50%; inactive = the rest.

SMILES | LYP phosphatase | Spn PMK inh | Spn PMK inh pilot replicates | HPDE-C7 cytotoxicity | Spn MK inh | Spn MK inh pilot replicates | Alkaline phosphatase | KRASV12 cytotoxicity | HT1080 viability | DPM-DC inhibit | DPM-DC inhibit pilot screen % | Bfl-1 inhibitors
C[C@]12CC[C@H]3[C@@H](CCC4=CC(=O)CC[C@@]43C)[C@@H]1CC[C@@H]2C(=O)CO | 8% | 0 | 0.0 | -30% | 7 | 0.0 | 8% | 28% | -5% | i | 0.0 | -12%
Cc1nnc(NS(=O)(=O)c2ccc(N)cc2)s1 | 9% | 2 | 0.0 | -21% | 6 | 3.0 | 10% | -12% | -2% | i | 0.0 | 1%
CN(C)CCCN1c2ccccc2Sc2ccccc21 | -1% | 2 | 1.0 | 14% | 5 | 1.0 | 10% | 56%* | 16% | i | 2.0 | 3%

Structures above containing sulfur, in the order listed:
SMILES | LYP phosphatase | Spn PMK inh | Spn PMK inh pilot replicates | HPDE-C7 cytotoxicity | Spn MK inh | Spn MK inh pilot replicates | Alkaline phosphatase | KRASV12 cytotoxicity | HT1080 viability | DPM-DC inhibit | DPM-DC inhibit pilot screen % | Bfl-1 inhibitors
Cc1nnc(NS(=O)(=O)c2ccc(N)cc2)s1 | 9% | 2 | 0.0 | -21% | 6 | 3.0 | 10% | -12% | -2% | i | 0.0 | 1%
CN(C)CCCN1c2ccccc2Sc2ccccc21 | -1% | 2 | 1.0 | 14% | 5 | 1.0 | 10% | 56%* | 16% | i | 2.0 | 3%

Profiles from above.
CN(C)CCCN1c2ccccc2Sc2ccccc21 is listed with LYP phosphatase = -1%; Spn PMK inh = 2; Spn PMK inh pilot replicates = 1.0; HPDE-C7 cytotoxicity = 14%; Spn MK inh = 5; Spn MK inh pilot replicates = 1.0; Alkaline phosphatase = 10%; KRASV12 cytotoxicity = 56%*; HT1080 viability = 16%; DPM-DC inhibit = i; DPM-DC inhibit pilot screen % = 2.0; Bfl-1 inhibitors = 3%
Cc1nnc(NS(=O)(=O)c2ccc(N)cc2)s1 is listed with LYP phosphatase = 9%; Spn PMK inh = 2; Spn PMK inh pilot replicates = 0.0; HPDE-C7 cytotoxicity = -21%; Spn MK inh = 6; Spn MK inh pilot replicates = 3.0; Alkaline phosphatase = 10%; KRASV12 cytotoxicity = -12%; HT1080 viability = -2%; DPM-DC inhibit = i; DPM-DC inhibit pilot screen % = 0.0; Bfl-1 inhibitors = 1%

High-throughput results from PubChem BioAssay.

These rows are one share of the data; count on the stated rates, not on these rows.
